SRC1 inh = human NCOA1 inhibition; Q15788; inhibition, % at 3.6 µM; AID 588354; hit rate 0.12% among 360,000; HEK293 GAL4-SRC1 luciferase reporter, luminescence;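 active means inhibition above the campaign mean plus 3 SD, with each screening campaign given its own cutoff, cut at about 60% in these data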;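 further: 0% = DMSO treated cells and 100% = gossypol at 36 µM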
KKLEB tox = counter-screen for CF NF-kB inhibitors: cytotoxicity | KKLEB CF airway cells viability, ATPlite luminescence, overnight; stronger effect = lower value; cells stimulated with P. aeruginosa culture filtrate | activity change (cytotoxicity), % at 5 µM | hit rate 0.36% among 360,000 | AID 602141;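 active means corrected activity change at or below -50% at 5 µM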
NR2F2 inh = inhibitors of human COUP-TFII (NR2F2); P24468; HEK293T NGFI-A luciferase reporter, luminescence; inhibition, % at 8.6 µM; hit rate 0.7% among 370,000; AID 686940;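 active means inhibition above a per-plate cutoff, mean inhibition of test wells between control levels plus 3 SD, cut at about 38% in these data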;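 further: cells cotransfected with COUP-TFII expression vector driving the NGFI-A reporter; 0% = median of COUP-TF2 test wells and 100% = reporter-only cells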
Shn3 inh set2 = reduces Shn3 3'UTR luciferase signal in osteoblasts; Clone20 osteoblast Shn3 3'UTR firefly luciferase, 24 h; hit rate 0.52% among 360,000; inhibition, % at 12.5 µM;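 active means mean inhibition of at least 75% with every replicate also reaching 75%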;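 further: 0% = median of neutral control wells and 100% = pilot-screen positive control compound; some compounds past the cut are filed as inactive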
LRH-1 inv ag = NR5A2 inverse agonism in reporter assay. O00482. hit rate 0.13% among 360,000. AID 602396. inhibition, % at 3.6 µM. HEK293T StAR-luciferase reporter, LRH-1 transfected, 24 h;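 active means inhibition above the mean inhibition of all tested compounds plus 3 SD, cut at about 73% in these data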;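 further: 0% = DMSO wells and 100% = reporter-only cells lacking LRH-1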
C8 TRAIL sens = sensitizes caspase-8 expressing cells to TRAIL; NB7+C8 cells + TRAIL, ATPlite viability luminescence; inhibition (viability loss, TRAIL sensitization), % at 10 µM; hit rate 1% among 360,000; AID 624354;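 active means compounds causing at least 50% loss of cell viability in the single-dose screen, relative to plate controls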
TWEAK Fn14 block = inhibitors of TWEAK-Fn14 interaction signaling | TWEAK-stimulated Fn14 reporter cells, luciferase luminescence, 8 h | inhibition, % at 10 µM | hit rate 2% among 360,000; in the data active means inhibition above about 50%
TROY signal inh = blocks TROY-dependent signaling in reporter cells; Q293 LMP1-TROYcd NF-kB luciferase reporter, 4 h; inhibition, % at 10 µM; hit rate 0.98% among 360,000; AID 1347056;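 active means compounds whose plate-normalised and pattern-corrected inhibition of the luciferase reporter signal at the single screening dose is 50% or more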
NCOA3 inh = inhibits human SRC3 coactivator; Q9Y6Q9; HEK293 GAL4-SRC3 luciferase reporter, luminescence; inhibition, % at 3.6 µM; hit rate 0.17% among 360,000;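 active means inhibition above a per-campaign cutoff, the mean of all compounds plus 3 SD, cut at about 60% in these data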;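 further: 0% = DMSO-treated cells and 100% = gossypol-treated cells at 36 µM; higher means less SRC3-driven luciferase light from the GAL4 reporter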
Target sequence (Q9Y6Q9 whole entry, looked up, the tested form may be a part): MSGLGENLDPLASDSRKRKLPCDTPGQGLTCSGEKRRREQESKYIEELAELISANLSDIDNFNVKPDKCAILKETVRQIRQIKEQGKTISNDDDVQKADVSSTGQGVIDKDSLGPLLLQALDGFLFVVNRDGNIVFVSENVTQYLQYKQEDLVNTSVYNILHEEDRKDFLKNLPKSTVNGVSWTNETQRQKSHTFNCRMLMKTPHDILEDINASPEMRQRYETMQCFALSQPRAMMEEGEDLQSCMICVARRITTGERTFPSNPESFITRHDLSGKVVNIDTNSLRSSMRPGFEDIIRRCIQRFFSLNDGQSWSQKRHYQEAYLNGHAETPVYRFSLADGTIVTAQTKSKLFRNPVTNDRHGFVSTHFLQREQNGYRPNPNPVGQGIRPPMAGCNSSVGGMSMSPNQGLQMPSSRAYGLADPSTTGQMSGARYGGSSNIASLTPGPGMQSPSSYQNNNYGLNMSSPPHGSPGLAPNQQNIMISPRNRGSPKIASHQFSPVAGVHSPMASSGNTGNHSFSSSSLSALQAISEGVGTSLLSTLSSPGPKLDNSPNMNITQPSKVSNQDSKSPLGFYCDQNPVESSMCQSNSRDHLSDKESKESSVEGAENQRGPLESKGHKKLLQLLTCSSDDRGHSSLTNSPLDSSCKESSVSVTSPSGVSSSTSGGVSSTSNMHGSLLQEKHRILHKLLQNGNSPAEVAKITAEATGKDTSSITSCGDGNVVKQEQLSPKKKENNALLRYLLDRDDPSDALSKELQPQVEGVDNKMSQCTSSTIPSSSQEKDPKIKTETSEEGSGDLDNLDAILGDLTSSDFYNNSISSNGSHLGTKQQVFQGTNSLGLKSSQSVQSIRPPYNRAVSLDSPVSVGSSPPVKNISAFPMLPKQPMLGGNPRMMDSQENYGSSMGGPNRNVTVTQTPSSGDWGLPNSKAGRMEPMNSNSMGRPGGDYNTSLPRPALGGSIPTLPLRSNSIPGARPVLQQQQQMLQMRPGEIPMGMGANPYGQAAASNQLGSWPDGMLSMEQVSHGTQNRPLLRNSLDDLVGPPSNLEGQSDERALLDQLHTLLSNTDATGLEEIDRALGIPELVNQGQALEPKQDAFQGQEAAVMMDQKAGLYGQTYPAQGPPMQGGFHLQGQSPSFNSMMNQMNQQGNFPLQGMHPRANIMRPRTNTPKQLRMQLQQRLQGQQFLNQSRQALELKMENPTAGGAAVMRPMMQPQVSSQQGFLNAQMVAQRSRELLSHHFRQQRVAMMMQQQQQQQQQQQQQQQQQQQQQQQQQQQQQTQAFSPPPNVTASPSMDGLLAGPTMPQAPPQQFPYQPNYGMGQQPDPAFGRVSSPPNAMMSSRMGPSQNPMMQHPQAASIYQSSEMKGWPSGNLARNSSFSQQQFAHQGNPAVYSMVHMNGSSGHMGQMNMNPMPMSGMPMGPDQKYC
CF NFkB inh = blocks PAF-induced NF-kB reporter in cystic fibrosis cells; hit rate 0.86% among 360,000; inhibition, % at 5 µM; AID 588850; KKLEB NF-kB-GFP reporter, GFP fluorescence overnight;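 active means at least 50% inhibition at 5 µM, scaled per plate between neutral and stimulator controls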;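 further: PAF is a Pseudomonas aeruginosa culture filtrate used as stimulus; plate controls were PAF-stimulated DMSO wells for no effect and unstimulated DMSO wells for full effect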
EBV LMP1 NFkB = inhibitors of Epstein-Barr LMP1-induced NF-kappaB reporter; inhibition, % at 12.5 µM; AID 504558; hit rate 0.69% among 350,000; LMP1-induced NF-kappaB luciferase reporter cells, luminescence; in the data active means inhibition above about 41%;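 further: 0% = neutral control wells and 100% = reference inhibitor control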
* = called active by the depositor; nt = no result given. An excerpt. The share of hits here may be higher or lower than overall.

Assay codes: A = SRC1 inh; B = KKLEB tox; C = NR2F2 inh; D = Shn3 inh set2; E = LRH-1 inv ag; F = C8 TRAIL sens; G = TWEAK Fn14 block; H = TROY signal inh; I = NCOA3 inh; J = CF NFkB inh; K = EBV LMP1 NFkB
canonical_smiles: COc1ccc2ccccc2c1/C=N/NC(=S)NCCN1CCOCC1
  A: -0.8	B: 2.8	C: -2.4	D: 3.2	E: 24.8	F: 2.7	G: -12.7	H: 2.6	I: 7.3	J: -16.8	K: -4.6

canonical_smiles: COc1ccccc1[C@@H]1C(c2ccccc2)=NN(c2ccc(Br)cc2)[C@H]1C(=O)N1CCOC1=O
  A: -12.0	B: 5.2	C: 12.6	D: 3.0	E: -5.8	F: -1.8	G: -12.6	H: 1.6	I: 16.9	J: -3.7	K: -2.9

canonical_smiles: CN1C[C@@H]2[C@@H]3C(=O)N(Cc4ccccc4)C(=O)[C@@H]3[C@](Cc3ccccc3)(C1=O)N2C(=O)c1ccc(Cl)c(Cl)c1
  A: 2.7	B: -3.4	C: 0.9	D: 23.5	E: -0.1	F: 7.7	G: 18.1	H: 4.5	I: -8.2	J: 23.0	K: -14.2

canonical_smiles: CSCCC(NC(=O)c1ccccc1Cl)C(=O)N1CCN(c2ccccn2)CC1 (stereo unspecified)
  A: 0.4	B: -0.2	C: 0.7	D: 3.3	E: 22.2	F: -12.5	G: -3.4	H: 19.7	I: 12.1	J: -0.5	K: 2.0

canonical_smiles: COc1ccc(NC(=O)c2cc(Cl)ccc2NC(=O)c2ccco2)c(OC)c1
  A: -4.8	B: -1.0	C: 1.8	D: -0.6	E: -3.4	F: -0.6	G: -9.6	H: -13.4	I: 6.2	J: -3.9	K: 0.2

canonical_smiles: Cc1nc2ccccc2c2c1C(=O)N(c1cccc(C(=O)O)c1)C2=O
  A: -1.1	B: 8.4	C: -8.4	D: -1.5	E: -141.8	F: -0.5	G: -24.3	H: -1.6	I: 9.8	J: -5.9	K: 8.5

canonical_smiles: CN(C)CCN(C)C1CN(Cc2ccc(F)cc2)S(=O)(=O)C1 (stereo unspecified)
  A: 5.2	B: -2.6	C: 13.0	D: -10.2	E: 10.2	F: 2.1	G: -22.1	H: 11.1	I: 14.6	J: 6.9	K: nt

canonical_smiles: Cc1ccc(C2=NOC(C)(c3sc(-c4ccc(Cl)cc4)nc3C)C2)cc1 (stereo unspecified)
  A: -41.4	B: 8.9	C: -14.8	D: -34.7	E: -13.6	F: 3.1	G: -57.8	H: -80.9	I: -4.5	J: -17.1	K: 25.2

canonical_smiles: CCN(CC)S(=O)(=O)c1ccc(N=Cc2c(C)c(C#N)c(=O)n(C)c2O)cc1
  A: -13.4	B: -10.4	C: 0.7	D: 1.9	E: -17.1	F: -8.0	G: 12.0	H: -2.9	I: -8.4	J: -6.1	K: 4.9

canonical_smiles: CN(C(=O)COc1cccc(C#N)c1)C1CCS(=O)(=O)C1 (stereo unspecified)
  A: -5.2	B: 14.3	C: 1.1	D: 0.7	E: -11.5	F: -8.5	G: -3.4	H: 3.4	I: 0.7	J: -21.3	K: 0.2

canonical_smiles: COc1cccc(C(=O)NCc2ccc3[nH]c(C)cc3c2)c1
  A: 6.2	B: 10.0	C: -14.2	D: 6.7	E: -13.5	F: 0.5	G: -3.4	H: -35.9	I: 6.3	J: -6.6	K: 6.2

canonical_smiles: CN1CCN(c2nc(Nc3ccc(O)cc3)nc3ccccc23)CC1
  A: 6.2	B: 6.2	C: 1.3	D: 43.1	E: 3.8	F: -5.0	G: -31.4	H: 4.2	I: 19.9	J: -11.2	K: -1.6

canonical_smiles: CCCC(C)c1nnc(NC(=O)CN2C(=O)c3ccccc3C2=O)s1 (stereo unspecified)
  A: -6.2	B: 10.0	C: -15.4	D: -11.7	E: -4.2	F: -1.6	G: 10.1	H: 4.4	I: 10.2	J: -7.8	K: 1.7

canonical_smiles: Cn1c2ccccc2c2nnc(SCC(=O)Nc3cccc(O)c3)nc21
  A: -16.3	B: -31.2	C: -32.3	D: -11.8	E: 1.4	F: 31.4	G: -55.3	H: -0.1	I: -21.7	J: -27.8	K: 6.5

canonical_smiles: O=C(COC(=O)c1ccc(Cl)nc1)NC1CCCCCC1
  A: -3.0	B: -2.0	C: 14.9	D: -4.2	E: 8.4	F: -1.2	G: -0.8	H: 1.4	I: 6.8	J: 29.1	K: -4.2

canonical_smiles: O=C(Nc1cccnc1)c1cc(Br)c(Br)s1
  A: -51.5	B: 1.0	C: -15.7	D: -29.9	E: -40.9	F: -3.0	G: 1.6	H: -35.0	I: 0.9	J: 21.0	K: -0.9

canonical_smiles: c1ccc2c(c1)c1c(c3ccccc32)CN2CCCC2C1 (stereo unspecified)
  A: 3.6	B: 18.0	C: -11.1	D: 80.5	E: 4.5	F: -4.1	G: -52.6	H: -12.4	I: 2.5	J: -135.5	K: -4.2

canonical_smiles: O=C(O)c1cccc(-c2ccc(/C=N/Nc3nn[nH]n3)o2)c1
  A: -7.8	B: -12.9	C: 2.1	D: -3.0	E: -40.3	F: -4.1	G: -17.2	H: -16.8	I: -1.2	J: 8.3	K: -0.5

canonical_smiles: CCCCSc1nnc(-c2ccc(NC(C)=O)cc2)n1C
  A: 2.2	B: -12.6	C: 8.8	D: -30.7	E: -10.8	F: -11.4	G: 8.0	H: 7.6	I: -1.0	J: 7.4	K: 2.6

canonical_smiles: CCOC(=O)COc1ccc2c(c1)c(C(=O)OCC)c(C)n2CC
  A: 1.3	B: 1.1	C: 16.6	D: -9.6	E: 24.4	F: 2.5	G: -5.3	H: -9.1	I: -9.4	J: -1.2	K: 8.8

canonical_smiles: COc1ccccc1-c1ccc(SCc2ccccc2)nn1
  A: -29.6	B: 3.0	C: -26.6	D: -23.6	E: -68.2	F: 6.3	G: -22.6	H: -44.9	I: -28.3	J: -27.9	K: -3.3

canonical_smiles: COc1cccc(C(O)c2nc(-c3ccc(N(C)C)cc3)cs2)c1 (stereo unspecified)
  A: -34.9	B: -0.1	C: -13.7	D: 48.1	E: -25.3	F: 4.4	G: -7.1	H: -16.1	I: -37.4	J: -14.0	K: nt
